Screens as filed in PubChem.
KB-V1 MDR tox = kills drug-selected multidrug resistant KB-V1 cells | KB-V1 MDR cells viability, CellTiter-Glo, 72 h | Potency, µM (doses to about 46.1 µM), inactives show at the top dose activity change, negative = cytotoxicity, hits mostly cytotoxic | 3.4% of 400,000 active | AID 1347076; note: potency is the fitted concentration of half-maximal effect; % is set by controls: 0 for no effect and ±100 for the full control effect; nearly all actives have a fitted effect of over 60% in size
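Drug-selected KB-V1 cells, grown in DMEM lacking phenol red with 10% FBS, receive compound titrations; after three days at 37 degrees C, surviving cell ATP is quantified by CellTiter-Glo luminescence and responses normalized and curve-fitted.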
MCF10A rerep = DNA re-replication induction in MCF 10a cells; MCF 10A DNA re-replication, Hoechst nuclear intensity, 48 h; Potency, µM (doses to about 46.1 µM), without a hit: top-dose activity, positive = re-replication, hits mostly activators; 2.9% of 350,000 active; note: potency is the fitted concentration of half-maximal effect; % of control where 0% means no effect; nearly all actives have a fitted effect of over 50% in size
S2 tox = reduces viability in counter-screen for ATXN expression inhibitors; S2 cells (HEK-293 line with an ATXN2-luciferase reporter) viability, CellTiter-Fluor protease fluorescence, 24 h; Potency, µM (doses to about 56.7 µM), usual class: cytotoxic; 0.49% of 400,000 active; AID 651635; note: potency is the fitted concentration of half-maximal effect; nearly all actives have a fitted effect of over 40% in size
HT1080-NT tox = kills 2HG-producing HT-1080-NT fibrosarcoma cells; Potency, µM (doses to about 46.1 µM), without a hit: at the highest dose activity, negative = less viability, most hits filed as cytotoxic; AID 686970; HT-1080-NT fibrosarcoma viability, CellTiter-Glo ATP luminescence, 48 h; 1.6% of 360,000 active;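 note: NT is the 2HG producing partner of a matched IDH1 knockdown line; potency is the fitted concentration of half-maximal effect; 0% = DMSO-treated cells and -100% = media-only wells without cells; nearly all actives have a fitted effect of over 55% in size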
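Viability of the 2HG-overproducing fibrosarcoma line after 48 hours of compound exposure at 37 degrees C was determined by luminescence with CellTiter-Glo, and concentration-effect curves were then fitted and categorized.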
KB-3-1 cytotox = KB-3-1 parental cell cytotoxicity; Potency, µM (top dose mostly 46.1 µM), for the others: top-dose activity change, negative = cytotoxic, usual class: cytotoxic; 1.4% of 400,000 active; KB-3-1 viability, CellTiter-Glo ATP luminescence, 72 h; note: potency is the fitted concentration of half-maximal effect; % is set by controls: 0 for no effect and ±100 for the full control effect; nearly all actives have a fitted effect of over 60% in size
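Screening of KB-3-1 cells (DMEM, 10% FBS, phenol-red free) ran from lowest to highest compound concentration; after 72 h at 37 °C viability was read luminescently and curves fitted.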
HT1080 IDH1KD tx = kills HT-1080 cells with IDH1 knockdown. 2% of 360,000 active. Potency, µM (highest dose often 46.1 µM), for the others: at the highest dose activity, negative = toxicity, hits mostly cytotoxic. HT-1080 IDH1 knockdown viability, ATP luminescence, 48 h;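 note: potency is the fitted concentration of half-maximal effect; 0% = DMSO wells and -100% = cell-free medium wells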
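Knockdown cells (IDH1KD HT-1080) received compounds 2 h after plating at 750 cells/well and were kept 48 h at 37 °C in 5% FBS RPMI. A CellTiter-Glo luminescence read gave % activity for curve fitting.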
IL1B secr inh = inflammasome signaling inhibition, IL-1 beta readout. THP-1 LPS/ATP IL-1B secretion, AlphaLISA, 16 h; stronger effect = lower value. activity change, % at 57.5 µM. 4.7% of 360,000 active. AID 743279; in the data active = activity change below about -50%; inconclusive = mostly about -30% to -49%; note: % is set by controls: 0 for no effect and ±100 for the full control effect
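Secreted IL-1B measured by AlphaLISA bead assay after 16 h compound exposure of THP-1 cells; compounds (final up to 57.5 uM) added 1 h before LPS (250 ng/mL) and ATP (1.25 mM) stimulation; lower signal means less secretion.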
SW480 rerep = induces DNA re-replication in SW480 colon adenocarcinoma cells. SW480 DNA re-replication, Hoechst DNA content imaging, 48 h. Potency, µM (top dose mostly 46.1 µM), inactives show at the top dose re-replication activation, actives largely listed as activators. 1.8% of 340,000 active. AID 624297; note: potency is the fitted concentration of half-maximal effect; % of control where 0% means no effect; nearly all actives have a fitted effect of over 55% in size
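Quantitative HTS format with DMSO vehicle controls; 48 hr drug incubation at 37 C, then 40 min Hoechst staining and scanning imager measurement at 405 nm excitation.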
ATXN2 expr inh = reduces ATXN2 reporter expression in HEK-293 cells; 0.72% of 360,000 active; HEK-293 ATXN2-luciferase reporter, luminescence, 24 h; Potency, µM (titrated, usually from 57 µM), inactives show top-dose activity change, negative = inhibition, actives largely listed as inhibitors; note: potency is the fitted concentration of half-maximal effect; % is set by controls: 0 for no effect and ±100 for the full control effect; nearly all actives have a fitted effect of over 55% in size
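ATXN2-luciferase reporter cells (luciferase flanked by upstream and downstream ATXN2 gene portions) were treated 24 h at 37 °C with compounds at up to 57 uM. SteadyGlo luminescence gave expression; GF-AFC fluorescence gave viability.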
The depositor's hits bear a star; i = inactive; ? = inconclusive; · = no result given; [ ] = dose if it differs, or a comment. Unless noted, calls come from the whole dose curve; as a rule, active = well fitted curve in the direction sought with a large enough effect; inconclusive = small, poorly fitted or top-dose-only effect, or another doubt; inactive = no such curve, though single readings can be large; an effect the other way counts as inactive or inconclusive. Hits appear at their usual frequency (roughly 11% active in at least one column).

SMILES | KB-V1 MDR tox | MCF10A rerep | S2 tox | HT1080-NT tox | KB-3-1 cytotox | HT1080 IDH1KD tx | IL1B secr inh | SW480 rerep | ATXN2 expr inh
O=C(CCCCC(=O)NCc1cccs1)NCc1cccs1 | 4% | -4% | i | 5% | 9% | 7% | 2 | -13% | 1%
Cc1ccc(F)cc1NC(=O)CSc1nnc(CNC(=O)c2ccco2)n1C | 16% | 2% | i | -5% | -6% | -9% | 20 | -9% | -6%
CCCCN(C(=O)Cc1ccc(S(=O)(=O)N2CCOCC2)s1)c1c(N)n(CC(C)C)c(=O)[nH]c1=O | -13% | -13% | i | 0% | -7% | 6% | 23 | -21% | 4%
Cc1ccc(CN2CCNC(=O)C2CC(=O)N(C)CCc2ccccc2)cc1 (stereo not drawn) | 0% | 0% | i | 0% | -14% | 0% | -19 | -5% | -4%
COc1ccccc1/C=C(\NC(=O)c1cccc(C)c1)C(=O)Nc1ccccn1 | 19% | -4% | i | ? | 3% | 18% | -7 | -1% | -20%
O=c1[nH]c2ccc(NC(=S)NC3CCCCC3)cc2[nH]1 | 1% | -37%[inhibitor] | i | 13% | 2% | 19% | -21 | 42% | 4%
CCc1nc2ccc(C(=O)NCCCN3CCCC3=O)cn2c1N(C)CCC(C)C | 1% | · | i | -2% | 0% | 13% | -5 | · | -15%
CCc1ccc(OCC(=O)OCC(=O)NC2CCCC(C)C2C)cc1 (stereo not drawn) | -2% | -26% | i | 13% | ? | 9% | -21 | 3% | -11%
Cc1cc(C)cc(NC(=O)COC(=O)c2n[nH]c3ccccc23)c1 | -6% | 17% | i | -19% | 25% | ? | 0 | 5% | ·
CC1CCN(c2ccc(C(=O)NCc3cccs3)cn2)CC1 | ? | 7% | i | 0% | -2% | 6% | -26 | -4% | 14%
CCOc1ccc(NC(=O)C(CC(=O)O)Cc2ccc(C)cc2)cc1 (stereo not drawn) | -3% | ? | ? | 6% | 18% | 0% | 5 | -2% | 0%
COC(=O)C1(C(=O)OC)NOC2C(=O)N(c3ccccc3)C(=O)C21 (stereo not drawn) | 23% | -5% | i | 3% | 6% | 9% | 40 | -8% | -3%
COc1cc(CCC(=O)OCC(=O)N(CCC#N)c2ccccc2)cc(OC)c1OC | 6% | -6% | i | 23% | -6% | 20% | 1 | -30% | -7%
CCOC(=O)N1CCN(S(=O)(=O)CCNC(=O)c2ccc(OC)cc2)CC1 | ? | 9% | i | -2% | -9% | -1% | -1 | -5% | 6%
CC(C)NS(=O)(=O)c1ccc(NC(=O)C(C)Oc2ccc(C(=O)c3ccccc3)cc2)cc1 (stereo not drawn) | ? | ? | i | ? | ? | ? | 10 | ? | -10%
COc1ccc2c(c1)c(C(O)CN1CCN(Cc3ccc4c(c3)OCO4)CC1)c(C)n2C (stereo not drawn) | -23% | 6% | i | -27% | ? | -29% | -15 | -6%[9.22 µM] | -18%
O=C(NCCc1ccc(Cl)cc1)c1ccc2c(c1)N(Cc1ccc(Cl)cc1)C(=O)CS2 | -27% | · | ? | · | -3% | · | · | · | ?
CN(C)c1nc(N)nc(CSc2nnnn2-c2ccc(Cl)cc2)n1 | -15% | · | i | ? | 0% | 23µM* | 20 | · | -14%
COC(=O)CNC(=O)C(C)NC(=O)OCc1ccccc1 (stereo not drawn) | 0% | 5% | i | -11% | 0% | -2% | -5 | 36% | ?
O=C(NC(Cc1ccccc1)C(=O)O)/C(=C\c1ccc(Br)cc1)NC(=O)c1ccc(Br)o1 (stereo not drawn) | 1% | 24% | i | 25% | 0% | 13% | -5 | -13% | 15%
CC(NC(=O)c1ccc(F)cc1Cl)C1CC2CCC1C2 (stereo not drawn) | 7% | 4% | i | 7% | -4% | 0% | -12 | -6% | 6%
COc1cc(Br)c(C2CC(=O)Nc3cc(OC)c(OC)cc32)cc1OC (stereo not drawn) | 0% | -1% | i | -1% | -5% | -1% | 33 | -19% | -5%
Cc1nnc(NS(=O)(=O)c2ccc(F)cc2)s1 | ? | -31%[inhibitor] | i | 13% | 0% | 16% | 10 | -4%[1.84 µM] | -14%[2.22 µM]
O=C1NC(=O)C(c2cn(-c3ccccc3)nc2-c2ccc(F)cc2)N1 (stereo not drawn) | 3% | 18µM* | i | -13% | -12% | -8% | -11 | ? | -9%
O=C(Nc1nc(-c2ccc3c(c2)OCCO3)cs1)c1ccc(S(=O)(=O)N2CCCCC2)cc1 | 8.2µM* | 2% | i | ? | ? | -10% | -79* | 12% | -34%
CCc1nc(Nc2ccc3c(c2)OCCO3)c2oc3ccccc3c2n1 | ? | ? | i | -6% | 11% | -11% | -4 | 3% | ?
O=C(O)/C=C/C(=O)c1ccc2c(c1)NC(=O)CO2 | ? | -1% | i | 0% | 12% | 3% | 8 | -8% | -8%
O=C(COc1ccccc1)Nc1ccc2c(c1)C(=O)N(CC1CCCO1)C2=O (stereo not drawn) | -6% | 0% | i | -19% | 4% | -15% | 17 | -9% | -9%
COc1cc(OC)cc(-c2c(-c3cccs3)c3cc(-c4cnc(OC)nc4)ccc3n2C)c1 | -2% | 1% | i | -1% | ? | -2% | 1 | -2% | 0%
CN(Cc1ccon1)Cc1cn(C)nc1-c1cccc(Cl)c1 | 1% | ? | i | -2% | 6% | -10% | 13 | ? | -19%
C/C(=N\O)C(C)(C)Nc1cccc(Br)c1 | -17% | -2% | i | -11% | -22% | -2% | 21 | 0% | ·
FC(F)(F)c1cnc(Oc2cccc3ccccc23)c(Cl)c1 | 3% | -2% | i | 1% | 6% | -3% | 9 | -2% | 5%
CCC(O)(CC)C(=O)N/N=C/c1cc(Br)cc(Br)c1O | -11% | ? | i | ? | ? | ? | 77 | ? | ?
CCN(CC)CCCC(C)NC(=O)c1cc(=O)c2ccccc2o1 (stereo not drawn) | 7% | -8% | i | 12% | 4% | 21% | 9 | -9% | -14%
Cc1ccc(OCC(=O)Nc2ccc(Cl)cc2)c([N+](=O)[O-])n1 | -7% | 17% | i | 4%[9.24 µM] | 4% | 6% | ? | 2% | 53%[activator]
CCCc1c(C(=O)N/N=C/c2ccc(OCc3ccccc3)cc2)nnn1-c1nonc1N | 12% | · | ? | 8% | 3% | 7% | -2 | · | ·
CCOC(=O)N1CCN(C(=O)c2ccc(S(=O)(=O)Nc3ccc(C)cc3)cc2)CC1 | 10µM* | -3% | i | 0% | 7.3µM* | -14% | 37 | -3% | -14%
O=C(Cc1coc2ccc3ccccc3c12)Nc1nccs1 | -4% | 26% | i | -2% | 0% | -8% | 26 | -3% | 14%
CCOC(=O)c1ccc(NC(=S)NN2CCN(C)CC2)cc1 | -11% | 0% | i | 12% | -25% | 9% | 9 | -3% | 7%
COc1ccc(-c2csc(C(NC(C)=O)c3ccccc3)n2)cc1 (stereo not drawn) | -15% | · | i | 12% | -6% | 15% | -7 | · | 6%
COC(=O)c1ccccc1S(=O)(=O)N1CCC(C(=O)OCC(=O)NCC(F)(F)F)CC1 | 26% | ? | i | 2% | 5% | 2% | -4 | 2% | 13%
C/C=C\C=C/C(=O)Nc1cccc(C2=NOC3(C2)C[C@H](C(N)=O)N(C(=O)CC)C3)c1 (stereo partly drawn) | ? | -1% | i | ? | 4% | ? | 6 | -1% | 2%
COc1cccc(NC(=O)CN2C(=O)NC(C)(C3CC3)C2=O)c1 (stereo not drawn) | · | 2% | i | 0% | · | -2% | 4 | -4% | -7%
O=C(c1ccc(NS(=O)(=O)c2cccc(F)c2)cc1)N1CCCCC1 | -2% | 2% | i | 0% | -13% | -1% | 5 | -4% | -6%
Cc1ccc(NC(=O)C2CCC2)cc1S(=O)(=O)N1CCCCCC1 | -18% | -13% | i | -2% | 0% | -5% | -8 | -90%[inhibitor] | -24%
Cc1c(S(=O)(=O)c2ccccn2)c(N)n(Cc2ccccc2Cl)c1C | ? | -11% | i | -3% | -10% | -5% | · | ? | -32%
O=C(NCc1ccccc1)OC1CC2CC1[C@H]1CCCCN1C2=O (stereo partly drawn) | -9% | · | i | -1% | 12% | 6% | 2 | · | 12%
CN(/N=C/c1ccc(Cl)cc1Cl)c1ncc(Cl)cc1C(F)(F)F | 3% | 6% | i | 1% | 1% | 10% | 35 | 1% | ·
COc1ccc(OC)c(-c2cc(C3CCN(c4ncccc4[N+](=O)[O-])CC3)[nH]n2)c1 | ? | 18% | ? | ? | ? | ? | ? | 7% | ?
COc1cc(OC)cc(-c2c(-c3cccs3)c3cc(-c4ccc5cc[nH]c5c4)ccc3n2C)c1 | -11% | -31%[inhibitor] | i | -21% | 8% | -6% | -10 | -2% | 9%
CCOCC(=O)Nc1cc(C(=O)OC)ccc1C(=O)OC | 2% | -3% | i | 16% | 12% | 15% | -5 | -1% | 2%
CCN(CC(=O)Nc1ccc2c(c1)OCCO2)C(=O)c1ccccc1Br | -4% | 11% | ? | 10% | 0% | 6% | 1 | -5% | ·
CCSc1nc2c(c(=O)[nH]1)C(C(C)C)C(C#N)=C(N)O2 (stereo not drawn) | ? | 3% | i | 8% | 0% | 6% | 25 | -4% | -2%
CC(=O)NN1C(=O)/C(=C\c2ccc(Cl)cc2)SC1=S | 3% | 25% | i | -29% | 2% | ? | 18 | -6% | 7%[11.3 µM]
N#CC1=C(N)SC(N)=C(C#N)C1C1C=CCCC1 (stereo not drawn) | -12% | 2% | i | 7% | 0% | -1% | 14 | -6% | 1%

Another view of 2 compounds above.
smiles	KB-V1 MDR tox	MCF10A rerep	S2 tox	HT1080-NT tox	KB-3-1 cytotox	HT1080 IDH1KD tx	IL1B secr inh	SW480 rerep	ATXN2 expr inh
CCSc1nc2c(c(=O)[nH]1)C(C(C)C)C(C#N)=C(N)O2 (stereo not drawn)	?	3%	i	8%	0%	6%	25	-4%	-2%
CC(=O)NN1C(=O)/C(=C\c2ccc(Cl)cc2)SC1=S	3%	25%	i	-29%	2%	?	18	-6%	7%[11.3 µM]
